TrxR1 substrate: rat thioredoxin reductase 1 substrate activity | actives 0.01% (n = 390,000) | purified TrxR1 substrate turnover, NADPH consumption readout | O89049 | Potency, µM (series often up to 114 µM), without a hit: at the top dose activity change, negative = substrate turnover; further: potency means the concentration at half of the fitted maximal effect; on the % scale 0 is the no-effect control and ±100 the full control effect; nearly all actives have a fitted effect of over 50% in size
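Rat TrxR1, dispensed at 90 nM, was prereduced with 400 uM NADPH (final) for 5 min at ~22 deg C, then incubated with compound 15 min before 400 uM selenite. A first-read NADPH fluorescence drop versus no-compound background flagged substrates.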
RGS4 inhibitor: blocks human RGS4-accelerated GTP hydrolysis | P49798 | Transcreener GDP fluorescence polarization, RGS4-accelerated GTP hydrolysis | Potency, µM (highest dose often 114 µM), for the others: at the top dose activity change, negative = inhibition, most hits filed as inhibitors | actives 0.039% (n = 390,000) | AID 504845; further: potency means the concentration at half of the fitted maximal effect; on the % scale 0 is the no-effect control and ±100 the full control effect; nearly all actives have a fitted effect of over 75% in size; some results filed as inactive show a strong effect at the top dose
Target sequence (P49798 whole entry, looked up): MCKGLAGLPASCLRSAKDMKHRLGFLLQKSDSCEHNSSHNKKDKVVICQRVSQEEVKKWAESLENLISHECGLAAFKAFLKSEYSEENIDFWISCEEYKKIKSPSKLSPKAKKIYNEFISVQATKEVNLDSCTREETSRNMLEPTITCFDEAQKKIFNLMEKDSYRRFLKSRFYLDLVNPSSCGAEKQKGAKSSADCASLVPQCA
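MLSMR compounds (23 nl, pin-transferred) preincubated 10 min at room temperature with a 500nM (2x) first reagent, then RGS4 at 900nM (2x) plus Transcreener GDP mix added; fluorescence polarization (620/688 nm) read before and after 90 min at 30 °C.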
Vif-APOBEC3F blk: Vif-A3F binding inhibition; Potency, µM (doses to about 46.1 µM), inactives show at the highest dose activity, negative = active; HeLa A3F-eYFP + Vif (tagged APOBEC3F with the HIV-1 protein that degrades it), YFP fluorescence increase; actives 0.2% (n = 390,000); AID 602313; further: potency means the concentration at half of the fitted maximal effect; % of control where 0% means no effect; nearly all actives have a fitted effect of over 65% in size
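HeLa cells stably expressing A3F-eYFP plus Vif, plated and incubated overnight at 37 deg C, then exposed to compounds overnight at 37 deg C. Blocked degradation read as raised yellow fluorescence (Ex 488/Em 500-530).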
GRP78 ERSR act: inducers of ER stress response in human glioma cells; Potency, µM, for inactives: top-dose activation, hits mostly activators; U87-MG GRP78 promoter luciferase reporter, 16 h; actives 0.02% (n = 420,000); further: potency means the concentration at half of the fitted maximal effect; series mostly up to about 76 µM; % of control where 0% means no effect; nearly all actives have a fitted effect of over 35% in size
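Stably transfected U87-MG glioma cells carrying a GRP78-based luciferase sensor; 16 h compound incubation. Luminescence end-point read 10 min after Bright-Glo addition at room temperature.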
TrxR1 inh: rat TrxR1 inhibition | Potency, µM (series often up to 114 µM), inactives show at the highest dose activity change, negative = inhibition, actives largely listed as inhibitors | O89049 | actives 1% (n = 390,000) | AID 588453 | recombinant rTrxR1, NADPH fluorescence consumption, selenite substrate; further: potency means the concentration at half of the fitted maximal effect; on the % scale 0 is the no-effect control and ±100 the full control effect; nearly all actives have a fitted effect of over 65% in size
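Rat TrxR1 (90 nM in the dispensed reagent) was pre-reduced with 400 uM NADPH for 5 min at room temperature, then incubated with compound for 15 min. After 400 uM selenite was added, NADPH fluorescence (Ex 340/Em 450 nm) was followed for 8 min.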
LDHA block: LDHA (human) enzyme inhibition; purified LDHA, NADH/diaphorase-resazurin fluorescence; active compounds read low; activity change, % (values are at about 110 or 230 µM); actives 0.15% (n = 480,000); in the data active means activity change below about -30%; inconclusive means mostly about -25% to -30%;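 further: plate controls were DMSO wells for no effect and wells without enzyme for full effect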
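Enzyme activity of human lactate dehydrogenase 5 (2 nM; 0.06 mM NADH, 0.2 mM pyruvate, 5 min, RT) is measured via a resazurin/diaphorase fluorescence readout of residual NADH.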
USP1 inh: inhibitors of human USP1/UAF1 deubiquitinase; actives 0.23% (n = 390,000); Potency, µM (titrated, usually from 57.1 µM), for inactives: at the top dose activity change, negative = inhibition, most hits filed as inhibitors; recombinant USP1/UAF1, Ub-Rhodamine cleavage fluorescence; further: potency means the concentration at half of the fitted maximal effect; on the % scale 0 is the no-effect control and ±100 the full control effect; nearly all actives have a fitted effect of over 60% in size; inactives centre near -12
Target sequence (O94782 whole entry, looked up): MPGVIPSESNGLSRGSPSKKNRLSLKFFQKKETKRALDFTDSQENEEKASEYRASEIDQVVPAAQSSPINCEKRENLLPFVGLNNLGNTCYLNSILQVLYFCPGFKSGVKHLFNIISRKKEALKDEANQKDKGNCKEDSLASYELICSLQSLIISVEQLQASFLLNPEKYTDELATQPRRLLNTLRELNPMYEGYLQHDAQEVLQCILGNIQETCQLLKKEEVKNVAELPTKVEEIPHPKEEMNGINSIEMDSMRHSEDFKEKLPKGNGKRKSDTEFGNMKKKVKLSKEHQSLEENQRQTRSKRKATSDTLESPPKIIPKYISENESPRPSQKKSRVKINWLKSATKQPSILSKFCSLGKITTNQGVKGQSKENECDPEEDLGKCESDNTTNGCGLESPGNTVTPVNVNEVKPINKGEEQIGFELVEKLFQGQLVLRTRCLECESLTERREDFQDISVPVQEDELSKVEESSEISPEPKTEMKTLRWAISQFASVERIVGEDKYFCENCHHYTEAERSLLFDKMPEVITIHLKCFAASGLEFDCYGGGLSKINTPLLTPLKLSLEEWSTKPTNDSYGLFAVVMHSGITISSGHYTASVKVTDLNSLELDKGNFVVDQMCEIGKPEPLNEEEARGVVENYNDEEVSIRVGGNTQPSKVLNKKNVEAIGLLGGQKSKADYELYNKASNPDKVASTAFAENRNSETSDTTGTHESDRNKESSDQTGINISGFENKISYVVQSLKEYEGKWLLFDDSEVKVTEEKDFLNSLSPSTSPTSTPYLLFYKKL
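USP1/UAF1 complex at 1 nM was preincubated with compound for 15 min at room temperature, then Ub-Rho substrate (150nM final) was added. Fluorescence (480/540 nm) was read kinetically, 6 reads every 60 seconds.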
mIDH1 inhibitor: blocks human mutant IDH1 R132H enzyme; IDH1-R132H enzyme, NADPH consumption, diaphorase/resazurin fluorescence; actives 0.093% (n = 390,000); AID 602179; O75874; Potency, µM (top dose mostly 76.6 µM), inactives show top-dose activity change, negative = inhibition, most hits filed as inhibitors; further: potency means the concentration at half of the fitted maximal effect; on the % scale 0 is the no-effect control and ±100 the full control effect; nearly all actives have a fitted effect of over 65% in size
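IDH1-R132H (0.5 ug/mL dispensed) in pH 7.5 Tris buffer was preincubated 30 min with compound, then given a substrate mix of 0.016 mM NADPH and 2 mM alpha-KG for 80 min at room temperature; remaining NADPH was read by diaphorase/resazurin fluorescence.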
Vif-A3G inh: Vif-A3G binding inhibition. Q9HC16. HeLa A3G-eYFP + Vif (tagged APOBEC3G with the HIV-1 protein that degrades it), YFP fluorescence, overnight. Potency, µM (series often up to 46.1 µM), for the others: at the highest dose activity, negative = active, usual class: inhibitors. actives 0.076% (n = 410,000);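 further: potency means the concentration at half of the fitted maximal effect; on the % scale 0 is the no-effect control and ±100 the full control effect; nearly all actives have a fitted effect of over 60% in size; hits raise eYFP signal because A3G escapes Vif-driven loss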
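Read-out is eYFP fluorescence (Ex 488/Em 500-530) from Vif-expressing HeLa A3G-eYFP cells; more signal means A3G escaped Vif-mediated degradation. Cells plated overnight, compound pinned in, incubated overnight at 37 deg C.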
The depositor's hits bear a star; ? = inconclusive; nt = not tested or not shown; & = joins results of further samples; [ ] = remark or other dose. Unless noted, the call rests on the fitted dose curve; in most records, active means well fitted curve in the direction sought with a large enough effect; inconclusive means small, poorly fitted or top-dose-only effect, or another doubt; inactive means no such curve, though single readings can be large; an effect the other way counts as inactive or inconclusive. These rows are one share of the data; the hit share may differ from the screen's.

Values in the order – TrxR1 substrate, RGS4 inhibitor, Vif-APOBEC3F blk, GRP78 ERSR act, TrxR1 inh, LDHA block, USP1 inh, mIDH1 inhibitor, Vif-A3G inh
CC1CN(Cc2nc3c(c(=O)n(C)c(=O)n3C)n2CCCc2ccccc2)CC(C)O1 (stereo unspecified)
→ -7%[57.1 µM], -10%, -5%, -4%, 13%[57.1 µM], -1, -17%, 9%, -5%
C=CCSc1nc2ccccc2n2cnnc12
→ -4%, 0%, -8%, -1%, -2%, -2, -3%, -1%, -2%
COc1ccc2c3c([nH]c2c1)C1(NCC3)C(=O)Nc2ccccc21 (stereo unspecified)
→ 3%, -28%, 1%, -5%, 3%, -2, -13%, 0%, 0%
CN(C(=O)CC1C(=O)NCCN1Cc1cccc(C(F)(F)F)c1)C1CCOCC1 (stereo unspecified)
→ 7%, -3%, 5%, -4%, -33%, 3, -24%, 12%, 2%
CC1(C)CC(=O)C2=C(C1)N(c1ccccc1)C(=O)CC2c1ccsc1 (stereo unspecified)
→ -3%, -8%, 2%, -4%, 15%, -1, 6%, 0%, 1%
CC(C)(C)NC(=O)C(=O)NN=C1CCCCCC1
→ 0%[57.1 µM], -3%, -24%, 2%, 41%[activator][57.1 µM], -2, -15%, 5%, 5%
O=C(COC(=O)c1ccc([N+](=O)[O-])cc1)NCCC1=CCCCC1
→ 4%, -4%, 0%, -6%, 7%, -1, -17%, 9%, 12%
CCNc1nnc(-c2ccc(C)cc2)o1
→ 13%[57.1 µM], 23%, -4%, -6%, 21%[57.1 µM], -1, -9%, 13%, 2%
CN(C)C(=S)Nn1c(-c2ccccc2)nc2ccccc2c1=O
→ -6%, -24%, 5%, -5%, -3%, -5, -11%, 6%, 0%
C=CCn1nnnc1SCC(=O)Nc1cccc(C(F)(F)F)c1
→ -1%, 4%, -9%, -1%, 0%, -23, -7%, 1%, 2%
CSc1ccc(CCNC(=O)C(C)n2c(C)c3cnn(-c4ccccc4)c(=O)c3c2C)cc1 (stereo unspecified)
→ -9%, 9%, 1%, -2%, -5%, 1, -14%, 1%, 3%
CC(=O)Nc1ccc(S(=O)(=O)NCCCN2CCOCC2)cc1
→ 1%, -21%, -8%, -6%, 8%, -12, -1%, 8%, -5%
O=C1CCc2cc(S(=O)(=O)Nc3ccc(F)cc3)ccc2N1
→ 5%, 17%, 1%, -2%, 25%, -7&-6, -7%, 21%, -1%
CC(=O)Nc1ccc(NC(=O)C2Cc3ccccc3N2C(=O)c2ccccc2)cc1 (stereo unspecified)
→ 3%[57.1 µM], -11%, 2%, -4%, 14%[57.1 µM], -5, -13%, 3%, -1%
COc1ccc(CCC(=O)N2CCN(S(=O)(=O)c3ccc(C)cc3)CC2)cc1
→ -4%, -11%, 0%, -4%, -4%, 1, -23%, -2%, 3%

Values in the order – TrxR1 substrate, RGS4 inhibitor, Vif-APOBEC3F blk, GRP78 ERSR act, TrxR1 inh, LDHA block, USP1 inh, mIDH1 inhibitor, Vif-A3G inh
COc1ccc(-c2cc(C(F)(F)F)nc(NC3CCCC3)n2)cc1OC
→ 7%, -43%, nt, ?, -8%, 3, -17%, 2%, -2%
CN(CC(=O)Nc1ccccc1Cl)C(=O)c1cccc(S(=O)(=O)N2CCN(c3ccc(F)cc3)CC2)c1
→ -6%, 16%, 0%, 0%, 15%, -3, -7%, -16%, 2%
COCCCNc1nc2ccccc2nc1NS(=O)(=O)c1ccc(OC)cc1
→ 48%, 7%, 4%, -2%, -4%[57.1 µM], -2, -2%, 7%, 0%
Cc1ccc(/C=N/Nc2nc(N3CCCCC3)nc(N3CCCCC3)n2)o1
→ 2%[57.1 µM], ?, -4%, 0%, 14%[57.1 µM], -5, -9%, 3%, -5%
Cc1cccc(NC(=O)c2ccc3nc(CCc4ccccc4)oc3c2)c1C
→ 5%[57.1 µM], 16%, -5%, -4%, 29%[57.1 µM], 2, -26%, -20%, 4%
NC1=NC(=O)/C(=C\C=C\c2ccccc2)S1
→ 1%, 21%, 3%, 1%, 4%, -7, -14%, 3%, 1%
COc1ccc(OC)c(NC(=O)CC2C(=O)NCCN2C(=O)c2ccccc2)c1 (stereo unspecified)
→ 1%[57.1 µM], 6%, -1%, -2%, 1%[57.1 µM], -2, -9%, -4%, 2%
O=C(Nc1ccc(C(=O)O)cc1)/C(=C/c1cccc(Br)c1)NC(=O)c1ccco1
→ -10%, -4%, 0%, 2%, -9%, -13, -13%, 12%, 2%
O=C(NCc1ccccc1)c1ccc(F)c(S(=O)(=O)N2CCOCC2)c1
→ 2%, 19%, -5%, -3%, 6%, -2, -1%, 1%, 0%
CCn1cc(C(=O)NCCC(=O)NCCO)c(=O)c2cc3c(cc21)OCO3
→ 0%, 36%, 8%, -10%, 5%, -5, -7%, 6%, 3%
CC(NS(=O)(=O)c1ccc(Br)cc1)C(=O)NC1CCCCCC1 (stereo unspecified)
→ -7%, -21%, 10%, -5%, -11%, -2, -10%, 7%, -1%
Nc1ccc(C(=O)N2CCN(S(=O)(=O)c3ccc(Cl)s3)CC2)cc1[N+](=O)[O-]
→ -2%, -8%, 8%, -3%, 12%, 5, -8%, 9%, -7%
O=C(c1cccs1)N1CCCc2cc(NS(=O)(=O)c3ccc(F)cc3F)ccc21
→ 10%[57.1 µM], 19%, 1%, -2%, 23%[57.1 µM], -7, -35%, 4%, -8%
COc1ccccc1CN1CCN(Cc2nc(Cc3ccccc3)no2)CC1
→ 5%[57.1 µM], -14%, 0%, -1%, 31%[57.1 µM], -5, -8%, 5%, 0%
COc1cccc(CN2CCC(C(=O)N3CCN(c4ccccc4F)CC3)CC2)c1OC
→ -7%, 7%, -10%, -3%, -10%, -18, -5%, 5%, 0%

Record cards, from the list above. Screens in order: TrxR1 substrate | RGS4 inhibitor | Vif-APOBEC3F blk | GRP78 ERSR act | TrxR1 inh | LDHA block | USP1 inh | mIDH1 inhibitor | Vif-A3G inh
O=C(c1cccs1)N1CCCc2cc(NS(=O)(=O)c3ccc(F)cc3F)ccc21 is entered as 10%[57.1 µM] | 19% | 1% | -2% | 23%[57.1 µM] | -7 | -35% | 4% | -8%
CC(NS(=O)(=O)c1ccc(Br)cc1)C(=O)NC1CCCCCC1 (stereo unspecified) is entered as -7% | -21% | 10% | -5% | -11% | -2 | -10% | 7% | -1%

Next section
Values in the order – TrxR1 substrate, RGS4 inhibitor, Vif-APOBEC3F blk, GRP78 ERSR act, TrxR1 inh, LDHA block, USP1 inh, mIDH1 inhibitor, Vif-A3G inh
Cc1ccc(C)c(N2CCN(C(=O)CCn3c(=O)[nH]c4ccccc4c3=O)CC2)c1
→ -3%[57.1 µM], 2%, 1%, -3%, 3%[57.1 µM], -5, -9%, 7%, -12%
CC(=O)Nc1ccc(-c2csc(NCc3ccccc3)n2)cc1
→ 10%[57.1 µM], -19%, -11%, 3%, 6%[57.1 µM], -6, -19%, 9%, -2%
O=P(OC1CCCCC1)(OC1CCCCC1)C(O)c1ccccc1 (stereo unspecified)
→ 6%, 10%, -1%, -2%, 14%, -7, -10%, 3%, -4%
Cc1ccc(CC(=O)NCCC(=O)O)cc1
→ 7%, 4%[11.4 µM], -5%, 0%, 15%, -1, -5%, 6%, 2%
COc1ccc(C(=O)NCCc2cccc(Cl)c2)cc1OC1CCN(C(C)=O)CC1
→ -7%, 7%, -10%, 6%, -6%, -4, 1%, 1%, 1%
C/C(CC(O)(/C=N/O)c1ccccc1)=N\O (stereo unspecified)
→ 7%, -27%[56.9 µM], -2%, -7%, -1%, 1, -20%, 3%, -7%
O=C(CCSc1nnc2ccccn12)Nc1ccc(F)cc1
→ 39%[activator], -3%, 0%, -4%, 21%, -3, -6%, 9%, -6%
CC12CCC(=O)N1C(C(=O)NCc1ccc(Cl)cc1Cl)CS2 (stereo unspecified)
→ -2%, 3%, 5%, -3%, 2%, -1, -16%, 7%, -1%
COc1ccc(-c2cc(CNC(C)=O)on2)cc1
→ 7%[57.1 µM], -52%, -3%, 5%, 7%, -10, -24%, 9%, -1%
CCC(C)c1ccc(S(=O)(=O)N2CCN(S(=O)(=O)c3ccc(NC(C)=O)cc3)CC2)cc1 (stereo unspecified)
→ -2%, 28%, 5%, -1%, 6%[57.1 µM], -16, -9%, -4%, 0%
CC1(C)CC(=O)c2cc(C(=O)NCc3ccco3)c(=O)n(-c3ccc(Cl)cc3)c2C1
→ -5%, -8%[11.4 µM], 3%, -4%, -2%, 1, -7%, 2%, 3%
COc1cccc(CNC(=O)Cn2ncn3c(cc4ccccc43)c2=O)c1
→ 12%, -2%, 4%, -2%, 28%, -14, -22%, -5%, 0%
COc1cc(C(=O)OCc2cc(=O)oc3c(C)c(C)ccc23)ccc1OC(F)F
→ 14%[57.1 µM], ?, -2%, -1%, 20%[57.1 µM], -4, -22%, 1%, 0%
Cc1cccc(-c2noc(CN(C(=O)/C=C/c3ccccc3Cl)C(C)C)n2)c1
→ -10%, 23%, 3%, 1%, 5%, -2, -11%, -8%, -6%
CCCCCC(=O)N1C[C@H](O)[C@@H](n2cc(COC(=O)c3ccccc3)nn2)C[C@@H]1c1ccc(Cl)cc1
→ nt, nt, -2%, -4%, nt, 2, -17%, -11%, 0%
NC(=O)CSc1nnc(-c2ccccc2)c(-c2ccccc2)n1
→ 0%, -7%, 7%, -4%, 7%, -4, -16%, -13%, 1%
